HEK293 viab – cell viability loss counter-screen; HEK-293-SNCA-luc viability, GF-AFC fluorescence, 24 h; Potency, µM (doses to about 57.1 µM), for inactives: top-dose activity change, negative = cytotoxicity, actives largely listed as cytotoxic; 150,000 compounds, 0.12% hits;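 note: potency is the fitted concentration of half-maximal effect; 0% = DMSO-treated cells and -100% = medium-only wells without cells; nearly all actives have a fitted effect of over 30% in size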
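Cytotoxicity counterscreen: after 24 h compound treatment of genome-edited SNCA-luciferase HEK-293 cells, live-cell protease substrate GF-AFC read by fluorescence after 30 min; activity scaled between DMSO (0%) and medium-only (-100%), curves Hill-fitted.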
IP6K1 inhibitor – inhibitors of human IP6K1; activity change, % (series mostly up to about 58 µM); 140,000 compounds, 0.81% hits; IP6K1 kinase, ADP-Glo luminescence, 2 h; stronger effect = lower value; in the data active = activity change below about -25%
Target sequence (Q92551 whole entry, looked up): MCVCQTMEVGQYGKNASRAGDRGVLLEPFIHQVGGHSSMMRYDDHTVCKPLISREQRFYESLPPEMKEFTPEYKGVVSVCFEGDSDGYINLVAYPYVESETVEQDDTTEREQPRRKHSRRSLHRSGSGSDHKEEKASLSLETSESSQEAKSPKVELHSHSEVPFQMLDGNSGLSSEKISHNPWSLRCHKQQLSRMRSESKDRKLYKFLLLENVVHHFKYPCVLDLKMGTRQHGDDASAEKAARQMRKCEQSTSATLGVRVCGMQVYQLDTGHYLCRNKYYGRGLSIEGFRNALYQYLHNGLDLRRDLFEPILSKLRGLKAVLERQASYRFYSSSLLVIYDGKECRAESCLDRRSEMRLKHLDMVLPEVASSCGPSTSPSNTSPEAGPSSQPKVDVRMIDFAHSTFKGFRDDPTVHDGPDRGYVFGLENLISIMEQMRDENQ
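ADP-Glo luminescence measures ADP made by human IP6K1 during a 2 h RT reaction with ATP/IP6 (mix at 1.3 mM/130 uM); top library doses 57.5 and 19.1 uM final.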
SNCA expr inhib – SNCA gene expression inhibition | HEK-293 SNCA-luciferase knock-in, luminescence, 24 h | Potency, µM (doses to about 57.2 µM), for the others: at the top dose activity change, negative = inhibition, hits mostly inhibitors | 140,000 compounds, 0.17% hits | AID 1671194;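 note: potency is the fitted concentration of half-maximal effect; plate controls were DMSO cells for no effect and cell-free wells for full effect; nearly all actives have a fitted effect of over 45% in size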
Luciferase inh – blocks purified firefly luciferase enzyme activity; purified P. pyralis luciferase, luminescence, biochemical; Potency, µM (titrated, usually from 115 µM), for inactives: at the highest dose activity change, negative = inhibition, usual class: inhibitors; 76,000 compounds, 2.5% hits; AID 1347043; note: potency is the fitted concentration of half-maximal effect; nearly all actives have a fitted effect of over 65% in size
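Purified 10nM P. pyralis luciferase with 10uM D-luciferin and 10uM ATP in 50mM Tris acetate pH 7.5, 10mM Mg acetate, 0.01% Tween-20, 0.05% BSA. qHTS titration; luminescence read by CCD imager.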
3T3 cytotox – cytotoxic compounds in NIH 3T3 cells | NIH 3T3 viability, CellTiter-Glo ATP luminescence, 48-72 h | Potency, µM (highest dose often 96.7 µM), without a hit: at the top dose activity change, negative = cytotoxicity, usual class: inhibitors | 94,000 compounds, 4.3% hits; note: potency is the fitted concentration of half-maximal effect; nearly all actives have a fitted effect of over 55% in size
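Luminescent ATP readout (CellTiter-Glo, 10 min RT) after 48 or 72 hr compound exposure of NIH 3T3 cells seeded at 400 cells/well in 1536-well format; quantitative HTS.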
GPT2 inh – inhibitors of human GPT2 alanine aminotransferase | Q8TD30 | Recombinant GPT2, coupled pyruvate oxidase/HRP Amplex Red fluorescence | Potency, µM (titrated, usually from 57.7 µM), for inactives: at the highest dose activity change, negative = inhibition, usual class: inhibitors | 100,000 compounds, 0.25% hits | AID 1671188; note: potency is the fitted concentration of half-maximal effect; nearly all actives have a fitted effect of over 60% in size; many of its hits are not listed in these tables
Target sequence (Q8TD30 whole entry, looked up): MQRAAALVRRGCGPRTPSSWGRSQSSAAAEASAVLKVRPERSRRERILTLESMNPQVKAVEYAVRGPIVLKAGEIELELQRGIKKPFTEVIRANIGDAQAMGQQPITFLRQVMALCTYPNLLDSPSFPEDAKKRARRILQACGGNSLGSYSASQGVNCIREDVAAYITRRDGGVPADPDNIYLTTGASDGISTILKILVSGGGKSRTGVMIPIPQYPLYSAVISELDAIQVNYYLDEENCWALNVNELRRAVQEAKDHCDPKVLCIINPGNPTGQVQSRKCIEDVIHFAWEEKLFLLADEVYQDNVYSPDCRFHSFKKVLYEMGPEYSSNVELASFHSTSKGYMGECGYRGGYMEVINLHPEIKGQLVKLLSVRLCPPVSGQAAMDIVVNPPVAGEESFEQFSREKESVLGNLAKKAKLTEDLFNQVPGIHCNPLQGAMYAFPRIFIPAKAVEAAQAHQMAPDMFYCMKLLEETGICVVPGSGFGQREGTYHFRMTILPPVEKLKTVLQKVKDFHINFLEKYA
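Fluorescence of coupled pyruvate oxidase/HRP/Amplex Red system (50uM Amplex, 30 min, dark) reports pyruvate formed by GPT2. Enzyme reaction: 10ng/uL GPT2, 2mM L-alanine, 250uM a-KG, 30 min room temperature, pH 7.5; 50uM AOA control.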
HEK cytotox – HEK 293 cell cytotoxicity; HEK 293 viability, ATP luminescence (CellTiter-Glo), 48-72 h; Potency, µM (series often up to 115 µM), without a hit: at the top dose activity change, negative = cytotoxicity, usual class: inhibitors; 94,000 compounds, 6.6% hits; AID 1345083; note: potency is the fitted concentration of half-maximal effect; nearly all actives have a fitted effect of over 60% in size
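Cells seeded first (HEK 293, 250 cells/well), then compound added by pintool. Incubation ran 48 or 72 hr at 37 degree Celsius. CellTiter-Glo was added and luminescence imaged after 10 min at room temperature.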
Active calls of the source: *; i = inactive; ? = inconclusive; . = not tested or not shown; & = joins results of further samples; [ ] = dose if it differs, or a comment. Unless noted, calls come from the whole dose curve; as a rule, active = well fitted curve in the direction sought with a large enough effect; inconclusive = small, poorly fitted or top-dose-only effect, or another doubt; inactive = no such curve, though single readings can be large; an effect the other way counts as inactive or inconclusive. Unless noted, % is set by controls: 0 for no effect and ±100 for the full control effect.

| canonical_smiles | HEK293 viab | IP6K1 inhibitor | SNCA expr inhib | Luciferase inh | 3T3 cytotox | GPT2 inh | HEK cytotox |
| --- | --- | --- | --- | --- | --- | --- | --- |
| CC(C)c1ccc(S(=O)(=O)N2CCc3nn(C)c(=O)n3CC2)cc1 | 5% | 1 | 1% | . | -28% | -15% | -22% |
| COc1cccc(-c2cc3c(=O)n(CCNC(=O)Cc4cccs4)ccn3n2)c1 | -8% | -8 | 26% | 16µM* | -28% | i | ? |
| COc1ccc(-c2cc(C(=O)O)cc(S(=O)(=O)N3CCN(C)CC3)c2)cc1 | 1% | 8 | 27% | 1% | -6% | i[11.5 µM] | -1% |
| CC(C)c1noc(-c2cn(C3CCN(C(=O)c4ccc5[nH]ccc5c4)CC3)nn2)n1 | -3% | 0 | 3% | 21% | ? | 5% | -24% |
| O=C(c1ccc(C(F)(F)F)cc1)N1CCCC2(CN[S+](=O)([O-])c3ccccc3N2)C1 (stereo not given) | 0% | 5 | 15% | -5% | -16% | i | -14% |
| Cc1ccc(C(=O)N2CC(c3ncc(C)n3Cc3ccccc3)C2)cn1 | 15% | 26 | 1% | . | -33% | 3% | ? |
| Cc1ccc2cccc(NC(=O)c3ccc(-c4cccc(Cl)c4)o3)c2n1 | -5% | -16 | -23% | . | . | . | . |
| COc1cccc(-c2cc(C(=O)Nc3cccc(F)c3)c3cnn(C)c3n2)c1 | . | 2 | . | . | -21% | . | 45µM* |
| Cc1ccc(C2Cn3nnc(-c4nc(-c5cccnc5)no4)c3CO2)c(C)c1 (stereo not given) | -15% | -23 | -15% | -8% | 16µM* | i | ? |
| CC(C)(C)OC(=O)N1CCC(c2c(C(=O)NCCN3CCOCC3)cnn2-c2cccc(Cl)c2)CC1 | 0% | 11 | -11% | . | . | . | . |
| O=C(NCCc1ccccc1)C1CCN(Cc2cc3ccccc3n2Cc2ccccc2)CC1 | -27% | 14 | ? | . | . | . | . |
| Cc1nn(-c2ccccc2)c2c1C(C(C)C)N(C1CCN([S+](=O)([O-])c3cccs3)CC1)C2=O (stereo not given) | . | 6 | . | . | ? | . | ? |
| Cc1cccc(OCCc2noc(C3CCCN(Cc4ccccn4)C3)n2)c1 (stereo not given) | -10% | 5 | -15% | 0% | ? | -5% | ? |
| O=C(NCc1ccccc1F)c1ccc2c(c1)CN(C1CCC1)CCO2 | -9% | 17 | ? | -3% | -7% | -5% | ? |
| Cn1nccc1CCC(=O)N[C@@H]1COCC[C@H]1Oc1ccc(CO)cc1 | -4% | 14 | 10% | -6% | -1% | i | i |
| Cc1cc(-n2c(C)nc3ccccc3c2=O)ccc1NC(=O)C(F)(F)F | -16% | 15 | -23% | . | . | . | . |
| CC(C)NC(=O)C[C@@H]1C[C@H]2O[C@H](CNC(=O)N3CCOCC3)[C@@H](O)[C@H]2O1 | 5%[87.6 µM] | -1 | ? | -8%[172 µM] | -16%[174 µM] | 0%[88.5 µM] | -10%[172 µM] |
| CC(C)NC(=O)N(C1CC1)C1CCOC2(CCN(C(=O)Cc3ccccc3F)CC2)C1 (stereo not given) | -3% | -4 | -11% | 10% | -6% | i | i |
| Cc1nn(Cc2ccccc2)c(C)c1NC(=O)c1cc(C(C)C)on1 | 8% | 21 | -6% | . | . | . | . |
| CCc1nc2c(c(-c3ccc(Cl)cc3)n1)CN([S+](=O)([O-])c1c(C)noc1C)CC2 | -12% | -5 | 24% | 6% | -15% | -4% | -31% |
| CCC(C)NC(=O)c1c(C)oc2nc(C)nc(N3CCOCC3)c12 (stereo not given) | 8% | 20 | -13% | . | . | . | . |
| O=C(c1cccnc1)N1CC(COc2ccccc2)C2(C1)CN(c1ccccc1)C2 (stereo not given) | -9%[87.6 µM] | 0 | -30%[87.6 µM] | -9%[172 µM] | ? | 4%[88.5 µM] | ? |
| CC(=O)Nc1ccc(NC(=O)c2cc3n(n2)CC(c2ccc(Cl)cc2)OC3)cc1 (stereo not given) | -7% | 0 | -35% | -14% | -26% | i | ? |
| Cc1ncc2c(n1)CCCN(CC(=O)NC1CC1)C2=O | -2% | 0 | -1% | 0% | -1% | i | -2% |
| Cc1cc(C)c(S(=O)(=O)NCC2CCC(C(=O)NCCc3ccccc3)CC2)c(C)c1 (stereo not given) | -16% | 0 | 51%[activator] | . | . | . | . |
| C=C[C@](C)(O)CC[C@H]1C(C)=CC(=O)[C@H]2C(C)(C)CCC[C@]12C | 3% | -15 | . | . | . | i | . |
| Cc1ncccc1Oc1ncnc(N2CCCCC(N)C2)c1C (stereo not given) | 3% | 4 | 0% | 8% | -13% | -5% | 1% |
| C#CCNC(=O)C1CN(c2ccc(OC)cc2)C(=O)N1 (stereo not given) | -6%[87.6 µM] | 8 | ? | -1%[172 µM] | ? | i | -25%[172 µM] |
| COc1ccc(NC(=O)Cn2c(C)cc3nc4n(c(=O)c32)CCCC4)cc1Cl | -12% | -11 | -4% | 10% | -15% | 2% | -6% |
| CCn1cc(C(=O)NCCCOC)c(=O)c2cc(S(=O)(=O)N3CCCC3)ccc21 | 6% | 17 | ? | . | . | . | . |
| COCC(=O)N[C@@H]1CN(Cc2cccn2C)C[C@H]1CO | -4% | 8 | 8% | -1% | -19% | i | -10% |
| Cc1ccc(-n2c(=O)c3ccc(C(=O)NCc4ccco4)cc3n(CC(=O)Nc3ccccc3C(F)(F)F)c2=O)cc1 | -9% | 3 | -13% | . | . | . | . |
| COC(=O)c1cc(OC)c(OC)cc1NC(=O)c1ccc2c(c1)CCN2S(=O)(=O)c1ccccc1 | 4% | -10 | 52%[activator] | . | . | . | . |
| CC(C)c1nc2ccc(C(=O)NCCCN3CCN(c4ccccc4F)CC3)cc2o1 | -4% | 21 | 0% | . | . | . | . |
| C=CCC1(CO)CCCN(CC(=O)NCCc2ccc(Cl)cc2)C1 (stereo not given) | 2% | -4 | 2% | -2% | -25% | i | ? |
| CCN(C(=O)C1CCN(c2ncnc3c2nc2n3CCCCC2)CC1)c1cccc(Cl)c1 | -26% | -1 | -37% | . | . | . | . |
| CC1CCC(Nc2ncnc3onc(-c4ccc(Cl)cc4)c23)CC1 (stereo not given) | -3% | 4 | 24% | . | . | . | . |
| COc1ccc(C(C)=O)cc1CSc1nc(NCc2ccccc2)c2ccccc2n1 | -24% | 24 | ? | . | . | . | . |
| Cc1cccc(NC(=O)Cn2c(-c3cccc(Cl)c3)nc(C)c(CCO)c2=O)c1C | ? | -3 | 5% | -12% | -30% | 4% | ? |
| COc1cccc(-c2nc3c([nH]2)CN(C(C)C(=O)NC2CCCCC2)CC3)c1 (stereo not given) | -8% | 12 | -1% | 10% | ? | 2% | ? |
| CC(=O)N1CCc2cc(Br)cc(S(=O)(=O)CCC(=O)N3CCN(c4ccccc4Cl)CC3)c21 | -2% | -4 | ? | . | . | . | . |
| CCc1cccc(NC(=O)CCS(=O)(=O)c2cc3c4c(c2)CCN4C(=O)CC3)c1 | 0% | -5 | 22% | . | . | . | . |
| CCNC(=O)N1CCC(Oc2ncccc2C(=O)N(C)C)C1 (stereo not given) | 13% | 11 | 10% | -6% | 4% | i | 18% |
| COc1ccc(-n2cc(-c3ccccc3)c3c(NC4CCCCC4)ncnc32)cc1 | 23% | -25* | 32%[activator] | . | . | . | . |
| CC(C)C(=O)Oc1ccc(CO)cc1[C@H](CCN(C(C)C)C(C)C)c1ccccc1 | -9%&-18% | 13 | 17% | . | . | 1% | . |
| O=C(NC1CCCCC1)C1CC(=O)N(c2n[nH]c3ccccc23)C1 (stereo not given) | 2% | 8 | 26% | 3% | 4% | i | -2% |
| COc1cccc(CNC(=O)C2CN(S(=O)(=O)c3cccnc3)CC23CCCCC3)c1 (stereo not given) | -1% | 9 | -14% | 5% | -6% | i | ? |
| CCCNC(=O)Cn1ccn2nc3c(c2c1=O)CCCC3 | 2% | 29 | -4% | 4% | -7% | i | 4% |
| O=C(CC[C@@H]1CNC(=O)[C@@H]2C[C@H](NCc3ccccc3)CN12)NCc1ccc(F)cc1 | 2%[87.6 µM] | -6 | 20%[87.6 µM] | -2%[172 µM] | -5%[174 µM] | -3%[88.5 µM] | 2%[172 µM] |
| Cc1ccc(-c2cc(C(=O)N3CCCC3c3nncn3C(C)C)[nH]n2)cc1 (stereo not given) | 16% | -10 | 15% | ? | -18% | -1% | -7% |
| O=C(O)COCC(=O)N1CC[C@H]2COC(=O)N2c2cc(F)ccc2C1 | 4%[87.6 µM] | -11 | 7%[87.6 µM] | -1%[172 µM] | -3%[174 µM] | i | 4%[172 µM] |
| COc1ccc(Cl)cc1C(=O)N1CCCC(c2[nH]ccc2C(N)=O)C1 (stereo not given) | -9%[12.5 µM] | 6 | ? | -14% | -15% | ? | -8% |
| CN(C)S(=O)(=O)N(C)C1CCc2nn(CC3CC3)c(=O)n2CC1 (stereo not given) | 1% | -7 | 17% | . | -12% | i | -18% |
| COc1ccccc1CNC(=O)CCNS(=O)(=O)c1ccc2c(c1)CCCC(=O)N2 | -6% | 1 | -8% | . | . | . | . |
| CCCCCC(=O)Nc1nc2c(s1)C[C@@H]1[C@](C)(CO)[C@H](O)CC[C@@]1(C)[C@@H]2CC(=O)NC1CC1 | -1% | -20 | 16% | 0% | -15% | -5% | -15% |
| CCOC(=O)c1cn(CC(=O)Nc2ccc(OC)cc2OC)nn1 | 7% | 52 | -11% | . | . | . | . |
| COc1ccc(-c2nc(CC3CCN(C(=O)c4ccoc4)C3)no2)cc1 (stereo not given) | -19% | 9 | -17% | . | ? | i | ? |
| O=C(NCc1ccc2c(c1)OCO2)C1CN(c2ccc(F)cc2)C(=O)N1 (stereo not given) | -6% | 13 | 9% | -6% | -12% | i | -2% |
| COC(=O)c1c(-c2ccc(Cl)cc2)noc1N1CCN(c2cc(C)ccc2C)CC1 | 7% | 2 | 6% | . | . | . | . |
| COc1ccc(NC(=O)CSc2nnc(-c3nonc3NC(C)=O)n2C)cc1Cl | 4% | 0 | -15% | . | . | . | . |
| CCN(C(=O)CC1COc2ccc(C(=O)N3CCOCC3)cc2N1C)C(C)C (stereo not given) | -19% | 9 | 6% | -4% | -6% | i | -14% |
| COC[C@@H]1CN(C(=O)c2cc3ccccc3[nH]2)C[C@H]1c1ccncc1 | 1% | 5 | 158%[activator] | ? | -29% | -9% | -10% |
| Cc1ccc(C2c3[nH]c4ccccc4c3CCN2C(=O)CSc2ccccc2)cc1 (stereo not given) | -6% | 12 | ? | . | . | . | . |

Assay outcomes (PubChem BioAssay)

An excerpt; the hit share may differ from the screen's.
